D3 ag = qHTS of D3 Dopamine Receptor Agonist: qHTS | D3R DiscoveRx beta-arrestin cells, luminescence, 90 min | max activation, % | 0.58% of 410,000 active; in the data active = max activation above about 30%; also: 0% is about no effect; mostly tested at two doses, the higher about 12 µM
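Agonist mode: compounds and dopamine controls were applied to plated cells for 90 min at 37 degrees C after an overnight attachment at 1500 cells/well. Luminescent read-out followed 30 - 60 minutes at room temperature with DiscoveRx detection reagent.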
EPAC2 ag = qHTS for Agonist of cAMP-regulated guanine nucleotide exchange factor 4 (EPAC2): primary screen. EPAC2 activation, biochemical qHTS; response scale: 100% = 6.5 mM cAMP response. AID 720711, 2013. Potency, µM (titrated, usually from 154 µM), inactives show at the highest dose activation, hits mostly activators. 0.079% of 360,000 active. Rap guanine nucleotide exchange factor 4 (Homo sapiens), Q8WZA2; also: potency is read from the fitted curve at half-maximal effect; nearly all actives have a fitted effect of over 50% in size
Target sequence (Q8WZA2 whole entry, looked up): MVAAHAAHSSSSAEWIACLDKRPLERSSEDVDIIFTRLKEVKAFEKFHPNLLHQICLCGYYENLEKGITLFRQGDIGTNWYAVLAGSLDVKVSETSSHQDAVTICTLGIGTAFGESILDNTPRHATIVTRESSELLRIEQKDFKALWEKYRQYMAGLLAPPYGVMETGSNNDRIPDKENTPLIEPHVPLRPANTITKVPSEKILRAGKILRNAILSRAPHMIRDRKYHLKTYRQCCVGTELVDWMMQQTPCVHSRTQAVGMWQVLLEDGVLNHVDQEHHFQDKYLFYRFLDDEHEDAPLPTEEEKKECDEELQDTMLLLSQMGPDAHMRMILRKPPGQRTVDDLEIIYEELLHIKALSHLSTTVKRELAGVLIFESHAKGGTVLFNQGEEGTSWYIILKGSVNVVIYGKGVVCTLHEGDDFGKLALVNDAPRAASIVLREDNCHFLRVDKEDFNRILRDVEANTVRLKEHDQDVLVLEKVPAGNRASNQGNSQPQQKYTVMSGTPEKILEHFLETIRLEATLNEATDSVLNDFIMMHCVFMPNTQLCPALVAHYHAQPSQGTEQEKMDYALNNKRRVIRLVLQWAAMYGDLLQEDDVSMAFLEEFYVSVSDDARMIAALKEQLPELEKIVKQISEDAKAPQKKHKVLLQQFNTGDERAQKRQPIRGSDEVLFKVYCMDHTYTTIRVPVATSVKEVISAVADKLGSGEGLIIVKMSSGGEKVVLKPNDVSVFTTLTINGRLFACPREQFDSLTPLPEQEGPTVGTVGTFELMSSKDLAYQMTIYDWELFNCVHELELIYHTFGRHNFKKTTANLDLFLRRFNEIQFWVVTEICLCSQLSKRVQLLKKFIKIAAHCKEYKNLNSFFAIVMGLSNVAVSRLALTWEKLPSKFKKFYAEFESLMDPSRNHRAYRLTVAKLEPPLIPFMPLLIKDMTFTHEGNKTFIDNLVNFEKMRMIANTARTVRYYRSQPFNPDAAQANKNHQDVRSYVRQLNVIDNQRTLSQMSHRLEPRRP
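Nucleotide exchange monitored as fluorescence drop when BODIPY-GDP leaves Rap1B. Reaction: 100 nM EPAC2, 250 nM RAP1B-BODIPY-GDP, 50 uM GDP, room temperature, kinetic read over 30 min. Activity expressed relative to 6.5 mM cAMP.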
DRD3 antagonist = qHTS of D3 Dopamine Receptor Antagonist: qHTS | D(3) dopamine receptor (Homo sapiens), P35462 | D3R cells, DiscoveRx beta-arrestin luminescence, antagonist mode; active compounds read low | max response, negative = inhibition, % | 2.5% of 360,000 active | AID 652054, 2013; in the data active = max response below about -50%; inconclusive = no clear call, values can overlap the other calls; also: % is scaled to controls: 0 for no effect and ±100 for the full control effect; mostly tested at two doses, the higher about 12 µM
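Cells plated overnight at 1500 cells/well, then exposed to library compounds with dopamine controls for 90 minutes at 37 degrees C. DiscoveRx reagent added for 30–60 minutes at room temperature; luminescence read, quantitative HTS format.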
aSyn yeast inh = qHTS of alpha-syn Inhibitors. Potency, µM (titrated, usually from 46.1 µM), without a hit: top-dose growth rescue (activation), most hits filed as activators. 0.14% of 370,000 active. Yeast expressing alpha-synuclein, growth rescue, BacTiter-Glo, 24 h. AID 652106, 2013; also: potency is read from the fitted curve at half-maximal effect; % of control where 0% means no effect; nearly all actives have a fitted effect of over 65% in size
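Screening used galactose-induced yeast with toxic alpha-synuclein levels, exposed to compound for 24 hr at 30 deg C. Cell growth, read with BacTiter-Glo luminescence, gave the measured signal.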
FUS suppressor = qHTS for Suppressors of FUS Proteinopathy: Primary screen using FUS-linked yeast assay; AID 1347120, 2019; Potency, µM (doses to about 76.6 µM), for inactives: at the highest dose growth rescue (activation), usual class: activators; 0.24% of 390,000 active; S. cerevisiae FUS-expressing, growth rescue, OD600, 24 h;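 also: potency is read from the fitted curve at half-maximal effect; plate controls were DMSO vehicle for no effect and reference control for full effect; nearly all actives have a fitted effect of over 55% in size; some results filed as inactive show a strong effect at the top dose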
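FUS-expressing yeast, raffinose-pregrown, induced in 2% galactose minimal medium at OD 0.005; compounds in a dilution series, 24hr at 30C. Growth restoration read as absorbance at 600 nm. CP55940 positive control, DMSO negative.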
EPAC2 antag = qHTS for Antagonist of cAMP-regulated guanine nucleotide exchange factor 2 (EPAC2): primary screen. Rap guanine nucleotide exchange factor 4 (Homo sapiens), Q8WZA2. EPAC2 GEF exchange of Rap1B-BODIPY-GDP, fluorescence. Potency, µM (series often up to 114 µM), for inactives: top-dose activity, negative = inhibition, actives largely listed as inhibitors. 0.18% of 360,000 active; also: potency is read from the fitted curve at half-maximal effect; % is scaled to controls: 0 for no effect and ±100 for the full control effect; nearly all actives have a fitted effect of over 45% in size; many of its hits are not listed in these tables
Abeta yeast res = qHTS for compounds that reverse cellular toxicity of Amyloid beta (A-beta) peptide in yeast: Primary Screen; yeast expressing A-beta42, growth rescue, OD600, 48 h; response scale: 0% DMSO, 100% iron-clioquinol control; Potency, µM (highest dose often 46.1 µM), for inactives: at the highest dose growth rescue, most hits filed as activators; 0.063% of 410,000 active; also: potency is read from the fitted curve at half-maximal effect; nearly all actives have a fitted effect of over 55% in size
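Yeast A-beta toxicity model in growth medium with pinned compounds, 48 h at 30 C; growth read as absorbance at 600 nm. Normalized to FeCl3/clioquinol equimolar mix (positive) and DMSO (negative).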
TDP43 rescue = qHTS of TDP-43 Inhibitors; TDP-43 expressing yeast growth rescue, BacTiter-Glo, 24 h; 1.8% of 410,000 active; Potency, µM (highest dose often 46.1 µM), for the others: top-dose growth rescue (activation), most hits filed as activators; AID 652104, 2013; also: potency is read from the fitted curve at half-maximal effect; % of control where 0% means no effect; nearly all actives have a fitted effect of over 50% in size
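Yeast expressing TDP-43 (pregrown in raffinose, seeded at OD600=0.02 in galactose medium) exposed to compounds 24 hr at 30 deg C. Growth read by BacTiter-Glo luminescence; rescue of toxicity appears as increased signal.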
Starred values were filed as active, the others as inactive; ? = inconclusive; . = not tested or not shown; [ ] = another dose, or the depositor's remark. Unless noted, calls follow the shape of the dose curve; as a rule, active = well fitted curve in the direction sought with a large enough effect; inconclusive = small, poorly fitted or top-dose-only effect, or another doubt; inactive = no such curve, though single readings can be large; an effect the other way counts as inactive or inconclusive. A portion of the library (hit frequency here may not be typical).

SMILES	D3 ag	EPAC2 ag	DRD3 antagonist	aSyn yeast inh	FUS suppressor	EPAC2 antag	Abeta yeast res	TDP43 rescue
CC1Cc2nc(SCC(=O)N3CCCc4ccccc43)n(C)c(=O)c2S1 (stereo unspecified)	-2.8	1.8%	-10.2	-20.2%	22.4%	-10.0%	-15.5%	26.7%
NC(=O)CSc1nnc(-c2ccc(S(=O)(=O)N3CCCC3)cc2)n1Cc1ccco1	21.7	12.9%	15.7	1.6%	8.6%	10.5%	7.8%	-1.8%
CN(N=Cc1ccccc1O)c1ccc2ccccc2n1	-6.4	-14.4%	-8.9	-15.5%	-9.3%	-2.4%	-16.8%	-2.0%
O=Cc1ccc(C(=O)OCC(=O)NCCC2=CCCCC2)cc1	4.0	-12.2%	2.0	-4.1%	7.2%	-6.0%	5.6%	11.1%
CCOc1ccccc1NC(=O)CN1C(=O)COc2ccc(S(=O)(=O)NC3CCCC3)cc21	-11.7	.	.	.	33.1%	.	-6.7%	-10.1%
NS(=O)(=O)c1ccc(NC(=O)c2ccc(CNS(=O)(=O)c3cc(C(F)(F)F)ccc3Cl)cc2)cc1	0.9	-8.3%	2.9	-5.8%	-3.1%	9.5%	11.5%	7.3%
CCOc1ccc(-n2nc(CO)c(C(=O)NCc3ccccn3)n2)cc1	-6.7	.	.	.	11.6%	.	-0.6%	23.7%
COCc1cc(=O)n2[nH]c(-c3cccs3)cc2n1	-9.5	11.9%	?	-8.3%	43.2%	-0.5%	-9.5%	-13.7%
CCCOc1ccc2c3c(c(=O)oc2c1)CCCC3	-1.7	-3.1%	3.9	?	-1.4%	1.2%	20.6%	8.8%
O=C(NC1CCCC1)C(c1ccncc1)N(C(=O)Cc1cccs1)c1cccc(F)c1 (stereo unspecified)	4.9	5.0%	14.1	-0.3%	21.7%	10.3%	7.8%	-3.8%
O=C(Nc1ccc2oc(-c3ccccc3F)nc2c1)c1ccccc1Cl	4.0	.	.	.	-13.6%	.	-2.3%	23.9%
COc1ccc(S(=O)(=O)N2CCC(C(=O)NCc3ccccc3)CC2)cc1OC	6.7	-2.0%	6.5	3.2%	0.0%	-7.1%	1.9%	-8.9%[9.22 µM]
CC(=O)Oc1ccc2c3c(c(=O)oc2c1)CCCC3	3.5	1.5%	5.1	6.2%	-18.4%	3.7%	?	?
c1ccc(-c2csc(-c3ccncc3)n2)cc1	11.1	8.5%	-2.2	-11.8%	7.7%	1.4%	6.8%	7.9%
CSc1ccc(S(=O)(=O)N2CCC(C(=O)NCCCn3ccnc3)CC2)cc1	-7.5	4.6%	-2.9	0.4%	24.7%	32.6%[activator]	9.4%	-21.0%
Cc1ccc(NC(=O)c2oc3ccccc3c2NC(=O)c2cc3ccccc3o2)cc1	-3.2	.	.	.	-2.9%	.	8.0%	-2.7%
COc1ccccc1C1CCN(C(=O)c2cnn(-c3ccccc3)c2C)CC1	10.2	12.0%	30.6	15.9%	37.5%	-4.2%	-26.4%	?
O=CNC(Cc1ccccc1)C(=O)O (stereo unspecified)	1.0	2.9%	20.5	-4.8%	4.5%	-1.4%	0.3%	-5.5%
S=c1nccc(-c2cc(Cl)sc2Cl)[nH]1	-0.5	1.7%	-15.4	-1.1%	-18.7%	12.0%	17.7%	16.2%
Cc1cc(NC(=O)Cc2ccccc2)c2ccccc2n1	14.9	4.7%	7.8	-5.2%	-22.4%	-8.6%	13.1%	26.3%

Two entries drawn at random from those above, as already listed:
SMILES	D3 ag	EPAC2 ag	DRD3 antagonist	aSyn yeast inh	FUS suppressor	EPAC2 antag	Abeta yeast res	TDP43 rescue
CSc1ccc(S(=O)(=O)N2CCC(C(=O)NCCCn3ccnc3)CC2)cc1	-7.5	4.6%	-2.9	0.4%	24.7%	32.6%[activator]	9.4%	-21.0%
O=C(NC1CCCC1)C(c1ccncc1)N(C(=O)Cc1cccs1)c1cccc(F)c1 (stereo unspecified)	4.9	5.0%	14.1	-0.3%	21.7%	10.3%	7.8%	-3.8%

(cont.)
SMILES	D3 ag	EPAC2 ag	DRD3 antagonist	aSyn yeast inh	FUS suppressor	EPAC2 antag	Abeta yeast res	TDP43 rescue
O=C(CSC1=Nc2ccccc2C2=NC(Cc3ccccc3)C(=O)N12)Nc1cccc(Cl)c1 (stereo unspecified)	-9.4	.	.	.	?	.	-43.8%[inhibitor]	6.5%
CC(=O)N1CCN(c2nc(-c3cccs3)nc3ccccc23)CC1	0.8	-0.9%	-0.2	-1.5%	8.0%	-7.9%	-16.5%	-16.6%
NC(=O)C1=C[C@@H](c2csc3ccccc23)C[C@@H](OCc2ccc(CO)cc2)O1	-27.7	-2.1%	-10.3	6.8%	?	-5.9%	-0.2%	-2.5%
O=C(CN1CCc2ccccc2C1)Nc1ccc(OC(F)(F)F)cc1	0.0	17.3%	0.0	-2.6%	14.7%	-16.2%	-12.6%	-13.2%
COc1cc2ccccc2cc1C(=O)OCC(=O)N(CC(C)C)c1c(N)n(Cc2ccccc2)c(=O)[nH]c1=O	-8.7	-23.7%	-1.9	6.2%	18.2%	1.4%	18.1%	14.9%
Cc1cccn2c(=O)c3cc(C(=O)N4c5ccccc5CC4C)n(C)c3nc12 (stereo unspecified)	5.9	-8.0%	-22.8	2.5%	7.4%	15.1%	-13.7%	-11.6%
CC(C)(C)C1CCC(=NNC(=O)C(=O)NCc2ccco2)CC1 (stereo unspecified)	1.6	13.6%	?	-5.0%	13.4%	-15.8%	-1.9%	-15.3%
COc1ccc(CC(=O)NCc2nnc(SCC(=O)Nc3cccc(F)c3)n2C)cc1	7.2	3.5%	2.0	-1.2%	4.9%	4.7%	11.7%	3.7%
COC(=O)C1=C[C@@H](C(=O)OC)[C@@H]2C3=C(C(=O)C2(C)C)[C@H](C)n2c(=O)n(-c4ccccc4)c(=O)n2[C@@H]3C1	4.0	5.8%	16.9	3.8%	-9.6%	0.9%	3.8%	23.9%
O=C(O)COc1ccccc1C1C2C(=O)N(c3ccc(F)cc3)C(=O)C2ON1c1ccccc1 (stereo unspecified)	4.3	1.5%	5.9	-0.8%	15.3%	3.1%	-37.2%[inhibitor]	2.8%
CC(C)n1cc(C#N)c(N)n1	8.9	-2.4%	10.2	-1.0%	.	9.7%	5.6%	19.7%
CCOC(=O)c1cnc2ccc(OCC)cc2c1N1CCN(c2ccccc2)CC1	-0.9	6.2%	-65.2*	6.8%	?	-14.4%	-46.6%[inhibitor]	17.8µM*
Cc1ccc(C)c(N2CCN(C(=O)Cn3ncc4c(=O)oc5ccccc5c43)CC2)c1	-21.2	.	.	.	-28.2%	.	-8.4%	4.1%
O=C1CC2(CCOCC2)Oc2ccc3ccccc3c21	3.1	10.9%	0.9	8.2%	-2.6%	0.5%	6.6%	?
Clc1ccc(OCc2cn3ccccc3n2)c2ncccc12	-8.2	-9.2%	-8.5	-0.2%	25.2%	4.2%	-2.9%	-12.7%
Cc1ccc2c(Cl)c(C(=O)Nc3cc(C)on3)sc2c1	-3.3	3.9%	7.1	-1.1%	25.3%	-5.7%	-14.6%	9.2%
CC(C)c1ccc(NC(=O)c2cc(S(=O)(=O)NC3CCCCC3)ccc2F)cc1	1.8	.	.	.	?	.	?	?
O=S(=O)(NCc1csc(-c2ccccc2)n1)c1cccc(F)c1	-5.6	.	.	.	3.8%	.	-13.7%	?
Cc1ccc(NC(=O)CC2Nc3cccc4cccc(c34)NC2=O)cc1 (stereo unspecified)	1.1	.	.	.	?	.	-8.2%	-8.8%
COc1cccc(NC(=O)Nc2cccn(Cc3ccc(C)cc3)c2=O)c1	0.5	11.0%	-0.9	-0.5%	6.8%	9.7%	-16.9%	0.8%
Cc1cc(C)cc(-n2c(C)cc(C(=S)N3CCOCC3)c2C)c1	-14.7	21.5%	-9.5	-0.9%	32.9%	1.8%	16.2%	?
CCOC(=O)Cn1c(=O)n(CC2CCCO2)c2nc(-c3ccc(OCC)cc3)nc(C(N)=O)c21 (stereo unspecified)	-1.0	.	.	3.7%	-5.3%	.	-5.6%	0.0%
O=C1NC(c2ccccc2)(C(F)(F)F)SC2=CCCCCN12 (stereo unspecified)	-3.1	-3.4%	0.0	-3.5%	12.6%	7.4%	-2.5%	0.8%
O=C(CCCCCNC(=O)N1CCn2c1nc1ccccc12)N[C@H](C(=O)O)c1ccccc1	-6.3	8.6%	-17.1	-16.3%	-3.7%	21.2%	-16.6%	3.9%
CC1(C(=O)NS(=O)(=O)Cc2ccccc2)CCN1C(=O)Cc1ccc(-c2ccccc2)cc1 (stereo unspecified)	0.1	1.9%	18.7	-38.9%[inhibitor]	?	-9.4%	-9.1%	?
Cc1ccc(/C=N/NC(=O)Cc2c(F)cccc2Cl)s1	-1.9	6.5%	2.5	-6.1%	-1.2%	6.3%	6.5%	14.8%
CN(C)S(=O)(=O)N(CC(=O)Nc1cccc(F)c1)c1ccccc1	7.1	9.4%	-8.2	0.6%	-1.4%	4.5%	13.5%	-20.9%
Cc1ccc2c(C)c(C(=O)N(Cc3ccc(F)cc3)C3CCS(=O)(=O)C3)oc2c1 (stereo unspecified)	5.4	2.5%	7.1	6.7%	26.1%	-15.6%	12.3%	12.5%
O=C(NC1CC1)C1CCN(C2CCN(C(=O)Cc3ccc(F)cc3)CC2)CC1	-1.0	1.1%	11.5	1.0%	7.6%	5.1%	-17.6%	-4.9%
CCOC(Cn1c(SCc2cc(C(C)=O)ccc2OC)nc2ccccc2c1=O)OCC	0.1	-5.8%	-1.1	1.5%	.	0.5%	10.8%	10.5%
CC1(C)Cc2cccc(OCC(=O)OCC(=O)Nc3ccc(S(N)(=O)=O)cc3)c2O1	-4.6	10.0%	-13.1	-0.7%	-14.2%	4.2%	2.5%	3.5%
CCOCCCNC(=O)C(NC(=O)c1ccc(NC(C)=O)cc1)c1ccc(C)cc1 (stereo unspecified)	0.6	-3.5%	5.4	-3.0%	29.2%	32.9%[activator]	-0.3%	0.0%
COC(=O)c1ccc(NC(=S)NC2c3ccccc3CC2O)cc1 (stereo unspecified)	2.0	14.4%	4.2	-3.7%	18.2%	-5.2%	7.7%	-20.0%

Source: PubChem (National Center for Advancing Translational Sciences (NCATS))
